hcDAF12 agonist = H. contortus DAF-12 nuclear receptor activators, primary screen, cell-based, luminescence, HEK293, lit1-tk-luc reporter | AID 652067, 2013 | actives 1.4% (n = 370,000) | activation, % at 6.8 µM | HEK293 hcDAF-12 lit1-tk-luc reporter; 0% DMSO, 100% Δ7-dafachronic acid;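 active = activation above the mean of all tested compounds plus 3 SD, cut at about 5.5% in these data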;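 note: 100% = response to 3 µM Δ7-dafachronic acid high control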
MBD2 inh = inhibitors of MBD2 binding to methylated DNA, primary screen, biochemical, TR-FRET, DNA-binding domain, human. MBD2 binding to methylated oligonucleotide. AID 686964, 2013. Methyl-CpG-binding domain protein 2 (Homo sapiens), Q9UBB5. inhibition, % at 4.4 µM. actives 0.31% (n = 370,000); in the data active = inhibition above about 13%
Target sequence (Q9UBB5 whole entry, looked up, the tested form may be a part): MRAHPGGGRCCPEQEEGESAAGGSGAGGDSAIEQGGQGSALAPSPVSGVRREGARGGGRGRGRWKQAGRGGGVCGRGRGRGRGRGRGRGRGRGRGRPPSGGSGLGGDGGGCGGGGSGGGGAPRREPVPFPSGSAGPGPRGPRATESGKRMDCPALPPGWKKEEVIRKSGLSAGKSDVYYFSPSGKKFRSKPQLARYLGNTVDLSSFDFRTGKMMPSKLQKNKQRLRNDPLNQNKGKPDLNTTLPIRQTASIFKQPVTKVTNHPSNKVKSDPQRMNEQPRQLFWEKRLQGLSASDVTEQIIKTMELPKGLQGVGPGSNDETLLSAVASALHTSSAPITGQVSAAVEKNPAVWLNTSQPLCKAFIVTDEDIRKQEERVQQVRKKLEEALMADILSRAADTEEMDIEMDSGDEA
NR1D1 modulator = modulators of Rev-erb alpha DNA binding, primary screen, biochemical, FITC-DNA, fluorescence polarization, uHTS; Nuclear receptor subfamily 1 group D member 1 (Homo sapiens), P20393; Rev-erbα–FITC-DNA binding, 90 min; activity, % at 10 µM; actives 0.79% (n = 370,000);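 active = activity above about 14%, limit read from the data; passing the limit was not always enough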;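 note: 0% = DMSO wells with 35 nM protein and 100% = DMSO wells with 750 nM protein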
hgDAF12 agonist = H. glycines DAF-12 receptor agonists, primary screen, cell-based, luminescence, HEK293, GAL4 fusion, UAS-luciferase | AID 687014, 2013 | activation, % at 6.8 µM | HEK293 GAL4-hgDAF12 UAS-luciferase reporter, agonist luminescence; normalized to butyrate control | actives 1.8% (n = 370,000) | Nuclear hormone receptor DAF-12 (Heterodera glycines), GAL4 fusion;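 active = activation above a cutoff set at the mean of all screened compounds plus 3 SD, cut at about 10% in these data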;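 note: 0% = DMSO wells and 100% = sodium butyrate wells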
PLC-gamma1 inh = PLC-gamma1 enzyme inhibitors, primary screen, biochemical, fluorescence, purified enzyme | fluorogenic substrate | 1-phosphatidylinositol 4,5-bisphosphate phosphodiesterase gamma-1 (Homo sapiens), P19174 | inhibition, % at 12.2 µM | actives 0.84% (n = 370,000); in the data active = inhibition above about 9.5%
DAX1 inh-1 = DAX1 (NR0B1) inhibitors, primary screen, cell-based, HEK293, Gal4-DAX1, luciferase luminescence; HEK293 Gal4-DAX1 luciferase reporter; inhibition, % at 6.75 µM; actives 0.99% (n = 340,000); AID 504766, 2011;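 active = inhibition above the mean over all tested compounds plus 3 SD, cut at about 4.2% in these data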;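 note: 0% = DAX1-transfected cells with DMSO and 100% = empty-vector control cells with DMSO; inhibition shows as a rise in luminescence from relieved DAX1 repression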
Target sequence (P51843 207-470 limits assumed): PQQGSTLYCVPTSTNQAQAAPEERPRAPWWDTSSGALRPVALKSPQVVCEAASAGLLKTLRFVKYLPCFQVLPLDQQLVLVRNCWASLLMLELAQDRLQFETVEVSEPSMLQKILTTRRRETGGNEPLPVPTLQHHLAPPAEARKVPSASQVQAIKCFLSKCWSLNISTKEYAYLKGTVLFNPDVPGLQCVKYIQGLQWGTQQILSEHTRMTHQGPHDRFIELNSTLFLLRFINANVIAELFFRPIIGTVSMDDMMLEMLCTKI
ssDAF-12 act = S. stercoralis DAF-12 nuclear receptor activators, primary screen, cell-based, luminescence, HEK293, GRIP1 co-expression, lit1-tk-luc | Nuclear hormone receptor DAF-12 (Strongyloides stercoralis) | HEK293 ssDAF-12/GRIP1 lit1-tk-luc reporter; % of 3 µM dafachronic acid response | activation, % at 6.8 µM | actives 1% (n = 370,000);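 active = activation above the mean over all tested compounds plus 3 SD, cut at about 0.9% in these data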;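 note: 0% = DMSO-only wells and 100% = 3 µM delta7-dafachronic acid wells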
DAX1 inh-2 = DAX1 (NR0B1) inhibitors on StAR promoter, primary screen, cell-based, luminescence, SF-1 (NR5A1), full-length DAX-1; HEK293T StAR-luciferase reporter, SF-1/DAX-1 repression relief; inhibition, % at 6.8 µM; actives 1.1% (n = 370,000); AID 652010, 2013;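 active = inhibition above the mean over all tested compounds plus 3 SD, cut at about 3.6% in these data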;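 note: 0% = DAX-1 cells with DMSO and 100% = cells lacking DAX-1 with DMSO; higher inhibition means more luminescence from relief of DAX-1 repression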
SMARCA2 act = SMARCA2 (BRM) function activators, primary screen, cell-based, luminescence, high throughput | activation, % at 9.1 µM | MG213 cells, MMTV-luciferase reporter, dexamethasone, overnight | actives 1% (n = 370,000) | AID 652017, 2013; in the data active = activation above about 7.8%;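 note: 0% = vehicle wells and 100% = reference activator wells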
PLCb3 inh = human PLC-beta3 inhibitors, primary screen, biochemical, fluorescence. Purified PLC-beta3, fluorogenic substrate. actives 0.18% (n = 370,000). inhibition, % at 12.2 µM; in the data active = inhibition above about 11%;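 note: 0% = median of compound wells on plate and 100% = full blocker control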
ADAM17 inh = ADAM17 inhibitors, primary screen, biochemical, QFRET; recombinant ADAM17, EDANS/DABCYL FRET peptide cleavage; AID 720648, 2013; inhibition, % at 6.95 µM; Disintegrin and metalloproteinase domain-containing protein 17 (Homo sapiens), P78536; actives 0.83% (n = 370,000);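 active = inhibition above the mean of compounds lying between control limits plus 3 SD, set per campaign, cut at about 8.5% in these data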;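 note: 0% = DMSO-only wells as the low control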
Numbers without * were called inactive; i = inactive; nt = no result given; & = joins results of further samples.

SMILES	hcDAF12 agonist	MBD2 inh	NR1D1 modulator	hgDAF12 agonist	PLC-gamma1 inh	DAX1 inh-1	ssDAF-12 act	DAX1 inh-2	SMARCA2 act	PLCb3 inh	ADAM17 inh
O=C(Cc1ccccc1)NNC(=O)c1cnccn1	0.5	2	2	3.1	2	-0.1	-1.0	-0.3	-6	9	2
Cc1csc(NC(=O)CSc2[nH]c(=O)ncc2C)n1	-1.2	-6	-2	2.8	2	0.9	-0.5	0.5	-1	-7	-3
CC(=O)Nc1ccc(NC(=O)C2CC(=O)N(c3cccc(C)c3C)C2)cc1 (stereo not drawn)	-1.9	0	-5	0.8	-2	0.1	-0.8	-0.1	0	1	-7
CC(C)=CCN1CCN(Cc2cc3ccccc3[nH]2)CC1CCO (stereo not drawn)	4.9	-2	-6	0.0	2	2.8	0.9	0.8	-3	-6	4
OCCCNC(=S)Nc1ccc(Br)cc1Cl	1.8	-4	-3	0.6	2	1.8	-0.3	0.3	-2	-6	1
O=C(CN1CCN(c2ccccn2)CC1)Nc1ccc(F)cc1F	-0.9	-6	3	-0.8	1	1.9	-0.9	0.3	-3	-6	-4
COc1cccc(S(=O)(=O)Nc2ccc(C(=O)NCc3ccco3)cc2)c1	-2.1	1	1	-0.2	4	0.9	-1.9	-0.1	-1	2	2
NC1=NC(c2ccccc2C(F)(F)F)N(c2ccc(F)c(Cl)c2)C(N)=N1 (stereo not drawn)	-0.3	-3	1	-1.7	0	-1.2	-0.5	-0.2	-3	-4	-3
O=C1c2cccnc2C(=O)N1Cc1ccc(S(=O)(=O)NCc2ccco2)cc1	-2.7	0	-5	-0.5	2	-0.1	-1.2	-1.2	-2	-4	-3
CCc1c(C)nc2ncnn2c1NCCc1ccccc1	-3.1	-3	-3	-5.2	3	-1.8	-1.7	-2.0	-6	1	-3
O=C(N/N=C1\CCCc2ccccc21)c1cccc(Br)c1	0.8	1	5	8.6	-4	1.4	-0.4	1.1	2	-1	1
COc1ccc(CC2c3cc(OC)c(OC)cc3CC[N+]2(C)CCC(=O)OCCCCCOC(=O)CC[N+]2(C)CCc3cc(OC)c(OC)cc3C2Cc2ccc(OC)c(OC)c2)cc1OC (stereo not drawn)	-1.3	3	7&-6	1.4	2	0.8	-1.7	-0.6	11*	-1	-1
O=C(Cc1ccccc1)NCCS(=O)(=O)N1CCN(c2ccccc2)CC1	-1.4	2	6	0.1	0	0.1	-0.9	-0.2	-1	-5	1
O=C(Nc1ccccc1F)Nc1cccnc1Cl	-0.4	4	1	0.4	0	-0.4	-1.9	-0.1	-3	-3	-3
O[C@H](COc1ccc(OC(F)(F)F)cc1)CN1CCC(C(O)(c2ccccc2)c2ccccc2)CC1	-2.7	6	4	-2.3	0	nt	-1.6	-1.6	-3	-1	5
COCCn1c2nc(=O)n(-c3ccccc3)c(=O)c-2nc2ccccc21	5.0	-14	-4	0.2	i	1.4	0.6	-1.3	-4	i	-29
CCOC(=O)Cc1nc2cc(Cl)ccc2o1	0.4	-4	2	0.5	2	-1.2	-1.4	2.2	0	4	3
C=CCNC(=S)Nc1ccc(C)cc1[N+](=O)[O-]	3.0	-3	1	3.1	6	1.7	-0.9	0.2	4	1	-1
CCN(CC)S(=O)(=O)c1ccc(/C(O)=C2/C(=O)C(=O)N(CCOC)C2c2ccccc2)cc1 (stereo not drawn)	-1.3	0	3	2.4	-1	0.4	-0.5	0.5	0	0	-3
CC(=O)c1cccc(NC(=O)c2ccc(OCc3c(C)noc3C)cc2)c1	-1.6	0	-1	0.2	-2	-1.3	-1.7	0.6	2	-2	-1
CC1CC(C)CN(CCCSc2ccccc2)C1 (stereo not drawn)	-1.8	-1	3	0.8	-12	-0.6	-1.7	0.9	0	-15	-8
CCOC(=O)Cn1cc([N+](=O)[O-])c(OC)n1	0.0	1	-8	3.0	1	0.8	-0.5	0.1	0	3	-4
CCC(c1nnnn1Cc1cccs1)N1CCN(C(=O)c2ccco2)CC1 (stereo not drawn)	-0.7	3	-4	-2.2	1	3.0	-1.4	-0.5	-4	-1	-1
Cc1cc(Cn2ccnc2)c(C)c([N+](=O)[O-])c1Cn1ccnc1	1.5	3	0	-0.4	3	4.0	-0.7	-0.4	-4	-2	0
O=C(CN1CCN(Cc2ccccc2)CC1)N1CCN(c2ccccc2)CC1	0.3	6	-1	1.4	2	-1.1	-0.9	-0.3	-2	-7	-3
CC(=O)Nc1ccc(S(=O)(=O)NC(CC(=O)NCCc2ccccc2)C(C)C)cc1 (stereo not drawn)	-0.3	3	5	4.7	0	1.7	-1.0	0.5	-1	1	-3
CCOC(=O)N1CCN(c2c(NCCCN(CC)Cc3ccccc3)c(=O)c2=O)CC1	-2.0	-1	0	-0.3	0	0.3	-0.7	-0.4	-2	2	-3
CCCCCc1nnc(NC(=O)Cc2cccs2)s1	-0.6	13	-20	0.3	-2	0.1	-0.6	0.5	-2	-3	-5
CC(=O)Oc1ccc2nc(CN3C(=O)c4ccc([N+](=O)[O-])cc4C3=O)oc(=O)c2c1	1.2	3	-3	1.5	0	0.4	-1.2	0.3	-4	-4	1
COc1ccc(-c2ccc(=O)n(Cc3c(F)cccc3Cl)n2)cc1	-3.8	3	4	-1.7	-237	-0.3	-1.6	-0.7	1	-368	-46
CCc1sc(C(=O)Nc2ccc(OC)c(S(=O)(=O)N3CCOCC3)c2)cc1C	-2.3	3	-6	-1.4	-2	-0.3	-1.4	-3.9	-2	-4	-1
COc1c2occc2c(OC)c2c(=O)cc(C)oc12	-2.6	3	5&-9	-2.7	-8	-1.0	-1.2	-0.4	-3	-10	-6
CN(C)CCNC(C(=O)Nc1cccc(C(F)(F)F)c1)c1ccccc1 (stereo not drawn)	-0.4	1	-9	0.1	2	-0.4	-1.0	-0.5	0	4	-1
CCOC(=O)c1c(C)[nH]c(C)c1S(=O)(=O)NCCc1ccco1	-1.8	2	4	1.1	0	0.5	-1.5	-1.7	2	-2	-1
Cc1csc(Sc2ccc(C(=O)OCC(=O)Nc3ccc(F)cc3[N+](=O)[O-])cc2[N+](=O)[O-])n1	1.7	4	-8	1.3	1	6.5*	-0.1	-0.4	-1	1	-4
CCCN1Cc2cccc(C(=O)NCc3ccccc3)c2C1=O	-2.7	3	3	3.9	-1	0.8	-1.2	-1.7	-3	-3	-5
CCO/C=C1/C(=O)N(Cc2ccccc2)C(=O)c2ccccc21	-1.1	-2	-5	-0.5	-7	-1.0	-0.9	-0.2	-4	-4	-13
CN(C)C1CN(Cc2cn(Cc3cccc(Cl)c3)nn2)S(=O)(=O)C1 (stereo not drawn)	0.9	0	7	3.8	-1	nt	-0.3	-0.9	-4	0	-2
Cc1cccc(C)c1OCCOCCN1CCN(C)CC1	0.5&-0.8	5&3	1&4	-2.4&-1.5	5&-1	1.8&1.0	-1.5&-1.2	0.7&0.1	-4&-1	-2&2	-7&-2
CCOC(=O)C1CCN(C(=O)CCCNC(=O)Cn2cnc3sc(C)c(C)c3c2=O)CC1	-1.9	0	2	-1.0	-1	0.0	-1.0	0.3	-3	-7	0

Five structures out of the list, arranged by molecular weight, largest number first:
SMILES	hcDAF12 agonist	MBD2 inh	NR1D1 modulator	hgDAF12 agonist	PLC-gamma1 inh	DAX1 inh-1	ssDAF-12 act	DAX1 inh-2	SMARCA2 act	PLCb3 inh	ADAM17 inh
COc1cccc(S(=O)(=O)Nc2ccc(C(=O)NCc3ccco3)cc2)c1	-2.1	1	1	-0.2	4	0.9	-1.9	-0.1	-1	2	2
OCCCNC(=S)Nc1ccc(Br)cc1Cl	1.8	-4	-3	0.6	2	1.8	-0.3	0.3	-2	-6	1
Cc1csc(NC(=O)CSc2[nH]c(=O)ncc2C)n1	-1.2	-6	-2	2.8	2	0.9	-0.5	0.5	-1	-7	-3
CCc1c(C)nc2ncnn2c1NCCc1ccccc1	-3.1	-3	-3	-5.2	3	-1.8	-1.7	-2.0	-6	1	-3
O=C(Cc1ccccc1)NNC(=O)c1cnccn1	0.5	2	2	3.1	2	-0.1	-1.0	-0.3	-6	9	2

(continued)
SMILES	hcDAF12 agonist	MBD2 inh	NR1D1 modulator	hgDAF12 agonist	PLC-gamma1 inh	DAX1 inh-1	ssDAF-12 act	DAX1 inh-2	SMARCA2 act	PLCb3 inh	ADAM17 inh
Cc1ccc(CNC(=O)COC(=O)c2cnc(C)cn2)cc1	-0.8	3	-3	1.6	-1	1.7	-1.6	0.5	-5	-5	-3
Cn1cc(/C=C2\SC(=S)N(NC(=O)c3cccc(Cl)c3)C2=O)c2ccccc21	-1.1	2	8	3.1	-2	0.3	-1.0	-0.3	-1	2	-2
COC(=O)c1cc(CN2C(=O)c3ccccc3C2=O)c(O)c([N+](=O)[O-])c1	-2.0	1	-4	-0.1	-2	-1.2	-0.5	-0.5	-2	-8	-7
Cc1cc(C(=O)OCC(=O)c2cccc([N+](=O)[O-])c2)c2ccccc2n1	-2.6	2	-1	-3.7	9	-1.1	-0.4	-0.3	-2	14*	3
CC(=O)Nc1ccc(NC(=O)CCS(=O)(=O)c2ccc3c(c2)oc(=O)n3C)cc1	-0.2	2	-3	-0.4	6	0.2	0.2	0.1	2	-5	-2
O=C(CCNC(=O)C1CCN(S(=O)(=O)c2ccc(F)cc2)CC1)Nc1ccccc1	-0.1	0	0	0.3	-1	0.3	-0.9	0.7	-2	-2	-1
CN(C)S(=O)(=O)c1ccc2c(c1)nc(CCC(=O)Nc1ccc(N3CCOCC3)cc1)n2C	-1.9	-1	0	-0.6	-1	-0.2	-1.1	0.8	-2	-5	-7
O=c1c(-c2ccco2)nc2ccccc2n1C(c1ccccc1)c1nc2ccccc2[nH]1 (stereo not drawn)	5.5	-6	1	16*	-57	nt	0.1	4.7*	11*	-95	-43

Results in NR1D1 modulator and SMARCA2 act (2 entries from above):
mol | NR1D1 modulator | SMARCA2 act
O=C1c2cccnc2C(=O)N1Cc1ccc(S(=O)(=O)NCc2ccco2)cc1 | -5 | -2
CC(=O)Oc1ccc2nc(CN3C(=O)c4ccc([N+](=O)[O-])cc4C3=O)oc(=O)c2c1 | -3 | -4

Compound activity: PubChem BioAssay, several laboratories
